# Assay outcomes from PubChem.
# CDK5 inh: blocks human CDK5/p35 kinase activity; 330,000 tested, 0.01% active; AID 488839; Recombinant CDK5/p35, ADP-Glo luminescence, 60 min; inhibition, % at 10 µM;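 active = highest replicate inhibition of at least 50% and at least 75% of replicates reaching 50%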;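 also: plate controls were DMSO neutral control for no effect and GW8510 at 10 µM for full effect; many of its hits are not listed in these tables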
# HTR5A ag: counter-screen for OPRM1-OPRD1 agonists: human HTR5A agonism; 340,000 tested, 0.61% active; HTR5A agonist assay, luminescence, cell-based; activation, % at 9.3 µM; AID 504692; P47898; in the data active = activation mostly above about 9.5%, no sharp cut-off; inactive = mostly below about 7.6%;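 also: 0% = cells with vehicle only and 100% = reference agonist; strong numbers were not always called active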
# Target sequence (P47898 whole entry, looked up): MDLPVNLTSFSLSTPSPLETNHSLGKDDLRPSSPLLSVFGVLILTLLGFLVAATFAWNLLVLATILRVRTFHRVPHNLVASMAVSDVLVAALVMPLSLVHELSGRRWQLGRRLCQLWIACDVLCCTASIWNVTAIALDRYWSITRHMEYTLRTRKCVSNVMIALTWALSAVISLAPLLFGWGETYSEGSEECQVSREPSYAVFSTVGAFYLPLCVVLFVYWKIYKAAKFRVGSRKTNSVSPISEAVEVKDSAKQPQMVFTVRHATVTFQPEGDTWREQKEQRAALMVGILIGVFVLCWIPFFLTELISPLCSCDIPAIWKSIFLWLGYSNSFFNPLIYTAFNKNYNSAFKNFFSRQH
# PvdQ acylase: blocks Pseudomonas aeruginosa PvdQ acylase activity | inhibition, % at 10 µM | purified PvdQ acylase, fluorescence plate reader | 340,000 tested, 0.063% active; in the data active = inhibition above about 30%, passing the limit was not always enough;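 also: 0% = vehicle neutral wells and 100% = reference inhibitor wells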
# Wnt act: Wnt/beta-catenin pathway activation; Wnt/beta-catenin reporter cell assay, activator, plate reader; activation, % at 9.35 µM; 300,000 tested, 1.2% active; in the data active = activation above about 30%, passing the limit was not always enough;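 also: 0% = neutral control wells and 100% = positive control wells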
# NSD2 inh: inhibitors of human histone methyltransferase NSD2; O96028; NSD2 peptide methylation, AlphaScreen, 120 min; inhibition, % at 12.5 µM; 310,000 tested, 0.54% active; AID 743445; in the data active = inhibition above about 50%
# V-ATPase pHluor: yeast V-ATPase proton transport regulation by pHLuorin; S. cerevisiae, pHLuorin cytosolic pH fluorescence; 350,000 tested, 0.37% active; response, % at 10 µM; in the data active = response mostly above about 7.3%, no sharp cut-off; inactive = mostly below about 5.4%; also: actives read high; inactives centre near 0; some compounds called inactive have numbers as strong as hits; reference of the scale not given here
# SR-BI HDL uptake: inhibitors of mouse SR-BI mediated HDL lipid uptake. Q61009. ldlA[mSR-BI] CHO cells, DiI-HDL uptake fluorescence, 3 h. inhibition, % at 12.5 µM. 320,000 tested, 0.96% active;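 active = mean replicate inhibition of at least 70% and a set share of replicates each scoring 70 or more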;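 also: 0% = median of neutral control wells and 100% = median of positive control wells; values of inactives mirror those of a sister screen read the other way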
# Target sequence (Q61009 whole entry, looked up): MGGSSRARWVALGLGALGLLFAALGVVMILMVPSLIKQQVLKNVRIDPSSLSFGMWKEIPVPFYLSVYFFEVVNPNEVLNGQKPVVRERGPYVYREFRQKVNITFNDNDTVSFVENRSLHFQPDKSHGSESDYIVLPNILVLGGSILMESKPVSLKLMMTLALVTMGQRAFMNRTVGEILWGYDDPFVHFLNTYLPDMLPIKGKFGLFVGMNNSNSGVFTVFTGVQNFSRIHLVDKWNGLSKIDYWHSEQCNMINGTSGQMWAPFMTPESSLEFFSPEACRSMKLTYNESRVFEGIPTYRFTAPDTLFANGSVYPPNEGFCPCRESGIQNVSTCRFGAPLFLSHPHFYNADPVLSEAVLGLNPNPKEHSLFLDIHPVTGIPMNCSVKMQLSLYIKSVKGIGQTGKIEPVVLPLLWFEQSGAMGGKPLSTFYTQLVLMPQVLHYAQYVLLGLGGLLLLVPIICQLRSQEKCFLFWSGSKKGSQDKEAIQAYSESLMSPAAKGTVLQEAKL
# MITF act: increases MITF-driven TRPM1 promoter luciferase signal; SK-MEL-5 TRPM1-promoter luciferase, 24 h; % of positive control, neutral wells = 0; activation, % at 12.5 µM; 300,000 tested, 0.75% active;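 active = mean activation of at least 80% with every replicate also reaching 80%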;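 also: 0% = neutral control wells and 100% = parthenolide positive control wells; values of inactives mirror those of a sister screen read the other way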
# HTR5A inv ag: HTR5A inverse agonism, opioid heterodimer counter-screen | inhibition, % at 9.3 µM | P47898 | HTR5A cell line, luminescence | AID 504634 | 340,000 tested, 0.083% active; in the data active = inhibition mostly above about 23%, no sharp cut-off; inactive = mostly below about 18%;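 also: 0% = cells with DMSO and 100% = no-cell wells with DMSO; some compounds called inactive have numbers as strong as hits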
# dFosB activator: mouse delta FosB homodimer activation; activation, % at 25 µM; purified delta FosB, TAMRA-CDK5 oligo fluorescence polarization; percent of positive-control signal above neutral wells; P13346; 340,000 tested, 0.99% active;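 active = mean activation above about 17%, with every replicate also reaching it, limit read from the data, passing the limit was not always enough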;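 also: fluorescence polarization rise as delta FosB binds a TAMRA Cdk5 AP-1 oligo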
# * marks the source's active call; other numbers are inactive results; / = not tested or not shown; & = joins results of further samples.
molecule	CDK5 inh	HTR5A ag	PvdQ acylase	Wnt act	NSD2 inh	V-ATPase pHluor	SR-BI HDL uptake	MITF act	HTR5A inv ag	dFosB activator
CCCCN(C)CCCN1C(=O)C2C(C(=O)Nc3cccc(OC)c3)C3C=CC2(O3)C1C(=O)NC1CCCCC1C (centres undefined)	-0.6	4	-5	-2	2	0	/	-2	-12	-7
COc1ccc(CN2CCc3ccccc3C2)c(OC)c1OC	2.0	2	3	-17	/	-2	14	2	12	-2
O=C(CCN1CCCCC1)c1ccccc1	0.8	-2	4	-3	-4	-5	0	5	-2	0
Cc1cc(=O)[nH]c(N/N=C/c2ccc(N(C)C)cc2)n1	0.9	0	-14	6	3	3	-20	33	-1	-8
COc1ccc(S(=O)(=O)NCc2ccncc2)cc1NC(=O)c1ccc(Cl)cc1	0.2	0	-17	-6	-2	-1	46	-15	-1	-10
O=C(NCCc1ccc(Cl)cc1)C1CCN(c2ncccn2)CC1	-0.3	-3	-3	-2	-2	2	43	0	7	4
FC(F)Sc1ccc(Nc2ncnc3nc[nH]c23)cc1	2.6	-1	-6	/	-2	0	-18	95*	0	0
N#CC1=C(N)Oc2c(oc(CO)cc2=O)C12C(=O)Nc1ccc(Cl)cc12 (centres undefined)	2.4	-2	9	/	1	-5	-49	/	-8	-8
O=c1[nH]c(Nc2ccccc2)cc2cc(Br)ccc12	-1.0	2	-9	0	/	1	22	-12	-7	-1
CC1CCN(C(=O)COC(=O)CNC(=O)c2ccccc2F)CC1	0.2	7	-14	1	-6	-2	-6	24	-18	-4
CCn1c(C2CCN(Cc3ccccc3)CC2)n[nH]c1=S	-0.7	0	10	1	/	5	-4	-5	-1	-3
Cc1nc2c3ccccc3nc(NNC(=O)CCC(=O)N3CCCC(C)C3)n2n1 (centres undefined)	-3.9	1	-9	1	-1	-1	-15	10	-4	-6
Cc1ccc(S(=O)(=O)NNC(=O)Nc2cccc3ccccc23)cc1	0.5	1	-13	0	-1	6	-24	5	-6	5
CN(C)/C=c1\sc2c(C#N)cc(C(=O)c3ccc(Br)cc3)n2c1=O	-0.7	4	-4	-2	-5	1	27	-5	7	-27
Cc1cc(OC2CCCCC2)nc(-c2ccccc2O)n1	-3.1	-3	-10	10	-5	0	17	-1	9	-1
O=C1C(c2ccccc2)c2ccccc2N1Cc1ccccc1 (centres undefined)	0.4	-1	-16	-5	-1	-4	3	12	4	-5
Cc1cc(NC(=O)COc2ccc(Cl)cc2Cl)n(-c2ccccc2)n1	2.0	5	-13	/	3	2	18	-7	8	-2
CN(Cc1ccccc1)S(=O)(=O)c1ccc(Cl)c(C(=O)N2CCC2)c1	1.5	5	0	0	-1	2	-19	-5	-15	0
CN(C)S(=O)(=O)c1cccc(NC(=S)N(CCC#N)Cc2cccnc2)c1	0.4	3	-16	9	/	-3	-5	7	-6	-11
Cc1ccc(NC2=CC(=O)CC(C)(C)C2)cc1Cl	-0.8	3	-12	20	-1	1	-18	-4	-12	-9
COc1ccc(C2/C=C\CN(Cc3ccc(N(C)C)cc3)CC(=O)N2Cc2ccc(F)cc2)cc1 (centres undefined)	1.9	2	-18	-4	/	2	23	16	-10	4
COC(=O)NCCOc1nc(N(C)C)nc(N(C)C)n1	-0.7	4	-8	/	-1	2	-1	8	-18	-5
O=C(/C=C/c1cccs1)N1CCC2(CC1)Oc1ccc(Cl)cc1C(=O)C21CC(c2cccnc2)=NO1 (centres undefined)	2.2	3	-11	-8	/	0	7	-2	-21	0
CCCC1C(C(=O)OCC)=C(C)NC(C)=C1C(=O)OCC	-3.3	-5	-4	1	-2	-4	7	0	-2	-3
COc1ccc(NC(=O)C(NC(=O)Cc2cccs2)c2ccc(C)cc2)cc1 (centres undefined)	0.2	-4	-9	-3	-3	6	-65	-1	-9	1
Cc1cccc(C(=O)Nc2nnc(S(=O)(=O)N3CCOCC3)s2)c1	-2.4	1	3	-1	-2	-2	-21	21	-5	-2
CCCCNC(=O)c1nn2c(C(F)(F)F)cc(-c3ccccc3)nc2c1Br	0.3	2	2	-3	-2	1	25	-8	-7	-6
Cc1ccc(CSCCC(=O)NCCc2ccc(Cl)cc2)cc1	-0.8	5	1	/	-1	-1	-17	2	-16	3
CC(C)C(=O)Nc1cccc(-c2csc(-c3ccccc3)n2)c1	-1.6	0	0	-2	/	-2	38	66	-14	2
CC1(C)Cc2cccc(OCC(=O)OCC(=O)c3ccccc3)c2O1	-0.7	6	11	1	0	12	-26	9	-5	-8

# Next part (6 carried over from the part before).
molecule	CDK5 inh	HTR5A ag	PvdQ acylase	Wnt act	NSD2 inh	V-ATPase pHluor	SR-BI HDL uptake	MITF act	HTR5A inv ag	dFosB activator
COc1ccc(NC(=O)C(NC(=O)Cc2cccs2)c2ccc(C)cc2)cc1 (centres undefined)	0.2	-4	-9	-3	-3	6	-65	-1	-9	1
Cc1cccc(C(=O)Nc2nnc(S(=O)(=O)N3CCOCC3)s2)c1	-2.4	1	3	-1	-2	-2	-21	21	-5	-2
CCCCNC(=O)c1nn2c(C(F)(F)F)cc(-c3ccccc3)nc2c1Br	0.3	2	2	-3	-2	1	25	-8	-7	-6
Cc1ccc(CSCCC(=O)NCCc2ccc(Cl)cc2)cc1	-0.8	5	1	/	-1	-1	-17	2	-16	3
CC(C)C(=O)Nc1cccc(-c2csc(-c3ccccc3)n2)c1	-1.6	0	0	-2	/	-2	38	66	-14	2
CC1(C)Cc2cccc(OCC(=O)OCC(=O)c3ccccc3)c2O1	-0.7	6	11	1	0	12	-26	9	-5	-8
CC(=O)NC(Cc1ccccc1C)C(=O)NC1CCN(C(=O)NCc2ccccc2)CC1 (centres undefined)	-2.2	2	-13	-4	1	-3	/	5	-5	-1
COc1ccc(C2OCC3(O)C(c4ccc(OC)c(OC)c4)OCC23)cc1OC (centres undefined)	0.6	8	1	0	/	3	-12	3	25	3
O=C(COC(=O)/C=C/c1ccc(F)cc1)NCC1CCCO1 (centres undefined)	-1.1	-3	-11	-6	-3	0	-12	/	-4	-4
CC1CC(C)(C)CC2(C1)NC(=O)N(CC(=O)Nc1c(F)cccc1F)C2=O (centres undefined)	0.8	6	-10	3	0	1	-42	-16	-15	3
CC1CCCC(C)N1C(=O)Nc1cccc(Cl)c1 (centres undefined)	2.0	0	-9	1	2	2	-14	/	-1	-1
COc1ccc2c(c1)CC/C(=C\C=C\c1ccccc1OC)C2=O	0.3	5	-7	15	1	5	23	/	5	-9
COc1ccc(C2/C=C\CN(C(=O)Nc3ccccc3)CC(=O)N2Cc2ccc(F)cc2)cc1 (centres undefined)	-1.2	-1	-4	6	/	-4	0	-10	8	-2
COc1ccc(N2CCC(CNC(=S)Nc3c(C)cccc3C)C2)cc1 (centres undefined)	-13	2	-20	1	20	2	81*	9	-5	-6
Cc1cccnc1NS(=O)(=O)c1cccc([N+](=O)[O-])c1	0.9	3	-10	0	-3	-6	-33	3	-6	-12
CCOC(=O)c1c(C)[nH]c(C)c1C(=O)COC(=O)c1cc2ccccc2cc1OC	0.1	7	8	/	-1	0	-1	13	-13	3
COc1ccc(S(=O)(=O)N2CCCCC2)cc1NC(=O)Cc1cccc(C(F)(F)F)c1	-1.0	-1	6	2	2	2	3	-2	4	-5
COc1nc2c(C)cccc2cc1-c1noc(-c2ccco2)n1	-2.6	-5	-10	-2	-1	0	9	/	12	-17
CN1CCC(OC(=O)COc2ccccc2)CC1	1.6	1	-12	1	15	1	-16	-5	-25	2
O=C(CN1CCNCC1)Nc1ccc(Oc2ccccc2)cc1	0.4	0	-17	/	2	0	-44	3	-13	0
CC(C)(CNC(=O)/C=C/c1ccc(F)cc1)CNC(=O)/C=C/c1ccc(F)cc1	-0.2	0	-18	/	-2	4	53	14	1	-19
CC(C)(C)C1(c2ccccc2)NC(=O)N(CC(=O)N2CCOCC2)C1=O (centres undefined)	-2.6	6	-17	/	4	-1	4	-10	-14	6
O=C(CCn1[nH]c(=O)c2ccccc2c1=O)N1CCOCC1	2.4	-3	-5	/	-3	1	-27	16	7	7
CN1CCN(CC(O)(c2ccc(Cl)cc2)c2ccc(Cl)cc2)CC1	-0.9	-4	-14	-2	10	-4	-6	-2	11	-7
CC(C)[C@@H](COc1ccccc1)N1CCN(Cc2ccccc2)CCC1=O	-1.6	3	1	-2	/	4	-21	-4	6	-4
Cc1ccc(-c2nnn(CC(=O)N(CCCO)C(C(=O)NC3CCCC3)c3ccc(F)cc3)n2)o1 (centres undefined)	-0.8	0	-5	2	-4	2	-20	13	5	0
COc1ccc(C(=O)Nn2c(SCC(=O)NC3CCCCC3)nc3ccccc3c2=O)cc1	2.6	-1	-13	-16&-3	0	-2	-7	-25	2	-6
CCOC(=O)c1c(CN(CC)CC)oc2cc(Br)c(O)cc12	-0.4	6	10	1	/	-1	/	-6	-17	-6
CC(C)CN1CCC(=O)N(CCO)CC1	0.2	2	14	-3	/	4	-1	4	9	6
O=C(CN(Cc1ccccc1)C(=O)CCl)c1cccc(Br)c1	2.4	38*	-3	7	/	4	-34	-16	-15	-1
Cc1cnc(NC(=O)CC2OC(=O)c3ccccc32)s1 (centres undefined)	1.5	8	-2	8	0	0	-4	2	-22	0
CC(C)N1C(=O)C(Cc2nc3ccccc3c(=O)n2-c2ccccc2)c2ccccc21 (centres undefined)	8.6	-5	13	-2	1	0	-16	2	6	-9
Cc1cccc(CS(=O)(=O)Cc2ccc(C(=O)O)o2)c1	1.4	-4	-11	-2	-1	0	8	9	0	7
Cc1no[n+]([O-])c1COc1ccccc1/C=C1\NC(=S)NC1=O	0.3	-9	-17	/	0	0	0	-15	19	-13
NCCCC[C@H](NC(=O)C1CCNCC1)c1nnc([C@@H](N)Cc2ccc(O)cc2)o1	0.3	4	-18	3	/	-6	-18	-7	8	-1
O=C(NCc1ccco1)c1cc(S(=O)(=O)N2CCCCC2)ccc1Cl	0.1	-4	-5	1	2	2	3	-2	14	-4
COc1ccc(S(=O)(=O)Nc2cccc3c2O[C@H](CN(C)Cc2ccccc2)[C@@H](C)CN([C@H](C)CO)C3=O)cc1	-0.2	1	11	-3	/	0	-1	2	-1	-11
CC(C)CNc1nc(Oc2ccc(=O)n(C)n2)nc(N2CCOCC2)n1	0.0	-2	-14	/	-5	-3	-10	-1	-4	-1
COc1ccc(C(CC(=O)Nc2ncccc2C)N2Cc3ccccc3C2=O)cc1OC (centres undefined)	1.0	0	1	3	0	-2	-4	-1	-1	-4
CN(Cc1ccco1)C(=O)CN1C(=O)NC(c2ccccc2)(c2ccccc2)C1=O	0.9	-4	-6	-6	3	1	-22	13	11	-6
COc1ccc(CCNC(=O)C2CC2)cc1OC	3.2	5	6	/	-2	-3	-35	-8	-13	-5
